# BCR signal inh – chronic active BCR signaling inhibition. ABC-DLBCL IkBa-CBG/CBR reporter, luminescence ratio, 4 h. Potency, µM (series often up to 46.1 µM), without a hit: at the highest dose ratio change, negative = lower green/red ratio, most hits filed as inhibitors. hit rate 0.05% among 340,000. AID 493014; active = well fitted inhibition curve with a large enough effect in the signal ratio, with a control signal flat, not every such curve was filed as active; inconclusive = small, poorly fitted or top-dose-only effect, or effect the other way, or a change in a side signal; the % refers to the signal ratio;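 also: potency is read from the fitted curve at half-maximal effect; plate controls were basal doxycycline-induced cells for no effect and cells given 10 µM MG132 for full effect; MG132 reads +100%, hits lower the ratio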
#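 TMD8 ABC-DLBCL cells carrying doxycycline-inducible green luciferase fused to IkappaBalpha plus unfused red luciferase were exposed to compounds (up to 46 uM) for 4 hrs at 37C. Activity came from the overlap-corrected green/red luminescence ratio.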
# uPA surface inh – inhibitors of cell surface uPA generation; cell surface uPA generation assay, qHTS; hit rate 0.31% among 330,000; AID 540303; Potency, µM (doses to about 38.3 µM), for inactives: top-dose activity change, negative = inhibition, hits mostly inhibitors; active = well fitted inhibition curve with a large enough effect; inconclusive = small, poorly fitted or top-dose-only effect; inactive = no such curve, though single readings can be large or run the other way; tested in mouse RAW 264.7 cells; also: potency is read from the fitted curve at half-maximal effect; nearly all actives have a fitted effect of over 55% in size
# B2AR arrestin – recruits beta-arrestin to the human beta2-adrenergic receptor; Potency, µM (highest dose often 46.1 µM), without a hit: at the top dose activation, most hits filed as activators; AID 492947; P07550; hit rate 0.02% among 330,000; beta-arrestin recruitment to beta2AR, cell-based reporter;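 also: potency is read from the fitted curve at half-maximal effect; 0% = DMSO controls and full agonism = EC100 isoproterenol or metaproterenol; nearly all actives have a fitted effect of over 65% in size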
# USP2a inh – USP2a (human) protease inhibition; O75604; USP2 core, Ub-CHOP2 coupled fluorogenic reporter, 485/531; Potency, µM (doses to about 38.3 µM), inactives show at the highest dose activity change, negative = inhibition, usual class: inhibitors; hit rate 0.01% among 330,000;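 also: potency is read from the fitted curve at half-maximal effect; plate controls were DMSO wells for no effect and full inhibition by NEM control for full effect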
#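 USP2 core (10nM final) preincubated 30min RT with compound in 20mM Tris-HCl pH 8.0, 2mM CaCl2, 2mM beta-mercaptoethanol, 0.05% CHAPS; 25nM Ub-CHOP2 plus 25nM reporter substrate added, fluorescence (Ex485/Em531) read after 60min.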
# PKM2 activator – PKM2 (human) enzyme activation; Potency, µM (series often up to 57.5 µM), without a hit: at the top dose activation, most hits filed as activators; P14618; purified PKM2, Kinase-Glo ATP luminescence, activation; response scale: 0% is enzyme alone, no compound; hit rate 0.34% among 260,000; also: potency is read from the fitted curve at half-maximal effect; nearly all actives have a fitted effect of over 55% in size
#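 Purified hPK-M2 (>95%) run at intermediate activity with 0.1 mM ADP and 0.5 mM PEP in 50 mM imidazole pH 7.2, KCl, MgCl2; 1 h room temperature. ATP formed read by Kinase-Glo luminescence; normalized to uninhibited and no-enzyme controls.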
# KCNH2 3.1 block – inhibitors of human KCNH2 3.1 potassium channel isoform. activity change, % (tested at about 1.8 µM). hit rate 0.95% among 340,000. U2OS KCNH2 3.1, thallium flux FluxOr; active compounds read low;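 active = maximum activity change below -70%; inconclusive = maximum activity change from -70% to -50%; inactive = maximum activity change above -50%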;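 also: thallium influx rate constant from kinetic fluorescence after stimulation buffer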
#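 Measured as rate of thallium-driven FluxOr signal in transduced U2OS cells carrying the 3.1 channel, read kinetically for 2 min upon stimulation; values are rate constants scaled to DMSO control wells.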
# FBPA coupling cs – inhibits coupling enzyme system, counter-screen for aldolase hits | coupling enzyme system counterscreen, AmpLite Red fluorescence | activity change, negative = inhibition, % at 58.2 µM, hits read low | hit rate 0.67% among 290,000; in the data active = activity change below about -30%
#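 Activity here indicates interference with the coupling reaction, not aldolase inhibition. Compounds at 57.5 uM final met coupling enzymes for 10 min at RT; substrate and AmpLite Red detection followed, with a 525/598 nm fluorescence read after 20 min.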
# GALK inhibitor – inhibitors of human galactokinase; P51570; Purified GALK, Kinase-Glo residual ATP luminescence; Potency, µM (highest dose often 57.5 µM), inactives show at the highest dose activity change, negative = inhibition, actives largely listed as inhibitors; hit rate 0.007% among 270,000; AID 1868; also: potency is read from the fitted curve at half-maximal effect
# Target sequence (P51570 whole entry, looked up): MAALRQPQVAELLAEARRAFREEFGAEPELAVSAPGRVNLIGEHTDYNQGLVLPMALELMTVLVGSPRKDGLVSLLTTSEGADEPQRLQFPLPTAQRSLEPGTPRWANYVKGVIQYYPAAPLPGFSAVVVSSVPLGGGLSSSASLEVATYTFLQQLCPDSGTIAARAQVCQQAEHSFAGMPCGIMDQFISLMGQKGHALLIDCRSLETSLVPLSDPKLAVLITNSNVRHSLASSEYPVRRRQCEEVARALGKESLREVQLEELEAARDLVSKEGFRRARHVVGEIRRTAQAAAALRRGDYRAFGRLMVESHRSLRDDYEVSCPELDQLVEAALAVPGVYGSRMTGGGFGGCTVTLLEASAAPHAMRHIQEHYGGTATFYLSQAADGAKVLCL
#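 Quantitative HTS: GALK 5 nM, ATP 35 uM, galactose 100 uM, 1 h room temperature, then luciferase-based ATP detection.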
# Eya2 inh – blocks the phosphatase activity of human Eya2 | AID 488837 | Potency, µM (titrated, usually from 76.9 µM), without a hit: at the highest dose activity, negative = inhibition, hits mostly inhibitors | recombinant Eya2, OMFP fluorescence dephosphorylation (OMFP is methylfluorescein phosphate) | hit rate 0.006% among 330,000; also: potency is read from the fitted curve at half-maximal effect
# Target sequence (O00167 whole entry, looked up): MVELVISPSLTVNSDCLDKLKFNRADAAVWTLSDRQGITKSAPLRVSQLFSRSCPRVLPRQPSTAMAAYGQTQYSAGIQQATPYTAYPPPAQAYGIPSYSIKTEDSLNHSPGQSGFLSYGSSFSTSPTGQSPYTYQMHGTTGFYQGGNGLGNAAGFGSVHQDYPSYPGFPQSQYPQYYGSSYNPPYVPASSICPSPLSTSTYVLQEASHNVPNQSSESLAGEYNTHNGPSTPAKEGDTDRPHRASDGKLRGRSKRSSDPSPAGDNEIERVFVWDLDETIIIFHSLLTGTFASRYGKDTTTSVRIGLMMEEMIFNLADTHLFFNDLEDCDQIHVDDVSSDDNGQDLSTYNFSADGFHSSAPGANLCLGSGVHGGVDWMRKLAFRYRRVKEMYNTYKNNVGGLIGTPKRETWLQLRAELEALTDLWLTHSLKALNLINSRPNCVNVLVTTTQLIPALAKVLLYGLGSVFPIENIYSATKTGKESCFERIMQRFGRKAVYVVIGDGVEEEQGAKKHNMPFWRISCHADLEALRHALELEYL
#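 Eya2 (0.2 uM) preincubated 10 min at ambient with compound, then OMFP substrate added at 50 uM; 10 min reaction in 50 mM HEPES pH 7.5, 50 mM NaCl, 5 uM MgCl2, 0.05% BSA, 1 mM DTT. Fluorescence read at Ex 485/Em 525 nm.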
# Giardia killer – kills Giardia lamblia | Giardia lamblia trophozoite viability | activity change, % at 7.66 µM, hits read low | hit rate 0.15% among 340,000 | AID 540267; in the data active = activity change below about -80%; inconclusive = between about -30% and that limit;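 also: parasites exposed to compound for two days anaerobically before the ATP read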
#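 ATP-content bioluminescence gauges trophozoite survival. Cells (100/well) receive compound and incubate anaerobically for 48 hrs at 37 deg C; detection reagent follows for 15-30 min at room temperature.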
# hERG WT inh – KCNH2 (human, wildtype) channel inhibition. hit rate 0.37% among 340,000. AID 720551. activity change, % at 1.84 µM. Q12809. U2OS, BacMam KCNH2, thallium flux FluxOr; active compounds read low;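 active = maximum activity change below -70%; inconclusive = maximum activity change between -70% and -50%; inactive = maximum activity change above -50%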
#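 U2OS cells were transduced with wild-type KCNH2 virus (2.03 x 10^8 / mL) for 4 h at room temperature, then cultured overnight at 37 C. Thallium flux was read with FluxOr dye. Rate constants were normalized to DMSO controls.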
# An asterisk follows results filed as active; ? = inconclusive; . = not tested or not shown; & = joins results of further samples. Unless noted, calls follow the shape of the dose curve; as a rule, active = well fitted curve in the direction sought with a large enough effect; inconclusive = small, poorly fitted or top-dose-only effect, or another doubt; inactive = no such curve, though single readings can be large; an effect the other way counts as inactive or inconclusive. Unless noted, % is scaled to controls: 0 for no effect and ±100 for the full control effect.
nr	canonical_smiles	BCR signal inh	uPA surface inh	B2AR arrestin	USP2a inh	PKM2 activator	KCNH2 3.1 block
1	COc1ccccc1NC(=O)CSc1nnc(-c2ccoc2C)n1CC1CCCO1 (stereo unspecified)	1.7%	1.7%	-2.9%	2.2%	-3.7%	7.7
2	O=C(CNC(=O)c1ccc(Br)o1)NCc1ccccc1Cl	0.2%	-2.6%	0.3%	2.6%	.	.
3	CCOc1ccc(Nc2nc3ccccc3n3nnnc23)cc1	?	10.4%	0.2%	1.9%	2.3%	-2.6
4	COc1cccc(-c2nc(CS(=O)CC(=O)NC3CC3)c(C)o2)c1 (stereo unspecified)	-0.5%	-4.5%	-0.1%	-1.8%	4.1%	-2.0
5	O=C(NCCc1ccccc1)c1cc(S(=O)(=O)N2CCOCC2)ccc1F	-2.7%	0.0%	1.0%	6.0%	-2.3%	-3.0
6	Cc1cc(C)cc(C(=O)n2cnnc2N)c1	-6.5%	-1.6%	-0.3%	0.7%	-0.4%	2.8
7	CN(C)S(=O)(=O)c1ccc(S(=O)(=O)NCCN2CCOCC2)cc1	0.3%	9.9%	-0.2%	-0.5%	-2.0%	3.6
8	CS/C(=N\S(=O)(=O)c1cccs1)Nc1ccc(Br)cc1F	-0.8%	-0.8%&-2.9%	-1.8%	2.5%	16.3%	6.6&-7.2
9	CCN(CCO)c1ccc(-n2c(N)c(C(=O)OC)c3nc4ccccc4nc32)cc1	5.4%	-0.3%	-0.6%	-2.2%	0.0%	6.7
10	O=C(COC(=O)Cc1ccc(Cl)c(Cl)c1)NCc1ccco1	1.8%	-4.9%	-0.9%	0.6%	.	5.7

nr	FBPA coupling cs	GALK inhibitor	Eya2 inh	Giardia killer	hERG WT inh
1	3.8	-2.4%	2.8%	1.6	-29.1
2	.	-10.6%	-3.6%	-22.9	45.7
3	-2.6	2.7%	-6.4%	4.7	-2.3
4	2.4	3.3%	-3.2%	8.2	2.9
5	0.7	-0.1%	-12.3%	9.1	3.7
6	-1.1	0.1%	-9.9%	-14.2	-2.9
7	4.1	3.6%	-5.7%	5.5	-14.4
8	4.4	0.5%	0.0%	14.2&-17.4	1.5&4.8
9	-9.7	2.3%	-1.7%	-6.9	0.3
10	.	.	2.1%	-13.4	-1.1

# For convenience, some entries already given:
nr	canonical_smiles	BCR signal inh	uPA surface inh	B2AR arrestin	USP2a inh	PKM2 activator	KCNH2 3.1 block
3	CCOc1ccc(Nc2nc3ccccc3n3nnnc23)cc1	?	10.4%	0.2%	1.9%	2.3%	-2.6
4	COc1cccc(-c2nc(CS(=O)CC(=O)NC3CC3)c(C)o2)c1 (stereo unspecified)	-0.5%	-4.5%	-0.1%	-1.8%	4.1%	-2.0

nr	FBPA coupling cs	GALK inhibitor	Eya2 inh	Giardia killer	hERG WT inh
3	-2.6	2.7%	-6.4%	4.7	-2.3
4	2.4	3.3%	-3.2%	8.2	2.9

# Further entries follow:
nr	canonical_smiles	BCR signal inh	uPA surface inh	B2AR arrestin	USP2a inh	PKM2 activator	KCNH2 3.1 block
11	CCC(=O)Nc1nc2ccccc2n1Cc1ccccc1C	-2.3%	-1.5%	-0.1%	-0.2%	-12.8%	-19.8
12	Cc1ccc(C2CC(c3ccco3)n3ncnc3N2)cc1 (stereo unspecified)	0.0%	6.9%	0.4%	-4.0%	-20.3%	0.2
13	Cc1cc(SCC(=O)N/N=C/c2ccco2)nc2ccccc12	-10.0%	-0.3%	-1.3%	1.8%	6.6%	-12.4
14	COC(=O)C1=C(CSCc2ccco2)NC(=O)NC1c1cc(C)ccc1C (stereo unspecified)	1.0%	-1.9%	-0.8%	0.3%	0.3%	5.4
15	O=C1NC2CCc3nc4ccccc4c(=O)n3C2=Nc2ccccc21 (stereo unspecified)	-1.2%	-8.8%	-0.9%	2.6%	2.4%	-6.8
16	O=C(CNCc1ccccc1Cl)Nc1ccc(C(=O)N2CCCCC2)cc1	?	-1.1%	-0.2%	0.3%	-2.9%	7.1
17	Cc1ccc(NC(=O)NNC(=O)c2cc3ccccc3cc2O)cc1C	10.3%	-5.8%	-0.8%	-7.3%	-1.0%	10.2
18	CCOc1ccccc1CN1C(=O)c2ccccc2C1C(=O)NCC1CCCO1 (stereo unspecified)	-5.4%	0.2%	0.3%	0.2%	7.5%	-7.0
19	O=C(O)CCCn1cc(NC(=O)c2sc3ccccc3c2Cl)cn1	?	-5.5%	0.3%	-2.5%	.	-2.5
20	COc1cccc(C2C(C(=O)c3cc4ccccc4o3)=C(O)C(=O)N2CCN2CCOCC2)c1 (stereo unspecified)	0.6%	1.9%	-0.1%	-3.8%	3.2%	7.9

nr	FBPA coupling cs	GALK inhibitor	Eya2 inh	Giardia killer	hERG WT inh
11	3.2	3.6%	-1.0%	-22.7	-19.3
12	-1.5	2.1%	0.5%	-21.3	-6.1
13	-32.0*	5.9%	-20.6%	-6.7	6.2
14	-0.9	0.8%	0.1%	3.8	-7.3
15	0.9	1.9%	-5.0%	20.6	8.0
16	-2.0	9.3%	-22.2%	-5.4	-10.6
17	3.8	3.9%	-6.4%	3.7	-2.3
18	5.6	0.1%	-8.9%	-9.5	-4.7
19	.	-9.7%	7.5%	13.3	-0.4
20	11.4	-2.3%	-10.1%	-12.3	-1.5

# Some entries already given with just uPA surface inh and PKM2 activator:
no. | compound | uPA surface inh | PKM2 activator
17 | Cc1ccc(NC(=O)NNC(=O)c2cc3ccccc3cc2O)cc1C | -5.8% | -1.0%
18 | CCOc1ccccc1CN1C(=O)c2ccccc2C1C(=O)NCC1CCCO1 (stereo unspecified) | 0.2% | 7.5%

# The results go on:
nr	canonical_smiles	BCR signal inh	uPA surface inh	B2AR arrestin	USP2a inh	PKM2 activator	KCNH2 3.1 block
21	O=c1cc(N2CCN(Cc3ccccc3)CC2)[nH]c(=O)n1-c1ccc(Br)cc1	-0.1%	-2.5%	-0.5%	1.4%	-8.0%	-7.2
22	CC(NC(=O)CN1CCN(S(=O)(=O)c2ccc(Br)cc2)CC1)c1ccccc1 (stereo unspecified)	6.4%	14.0%	-0.1%	0.0%	.	-5.2
23	COc1cc(/C=C/C(=O)OCC(=O)NC(C)c2ccccc2)cc(OC)c1OC (stereo unspecified)	-11.1%	1.3%	-0.3%	0.6%	.	-2.2
24	CCC(C)n1c(-c2cccc(S(=O)(=O)N(CC)CC)c2)n[nH]c1=S (stereo unspecified)	2.9%	3.9%	0.0%	-0.3%	-2.8%	4.2
25	Cc1cccc(C(=O)NCC(=O)OCCOc2ccccc2Cl)c1	?	-0.4%	0.2%	1.3%	.	11.4
26	O=C(N/N=C/c1ccc([N+](=O)[O-])o1)c1ccccc1-n1cccc1	-6.9%	-13.4%	-0.8%	-2.1%	-6.1%	-3.7
27	Cc1ncoc1C(=O)Nc1nccs1	6.1%	.	0.0%	-1.2%	-13.8%	7.8
28	CCOc1ccc(S(=O)(=O)Nc2cccc(-c3ccc(N4CCCCCC4)nn3)c2)cc1	1.5%	-15.3%	-0.5%	-0.5%	.	12.0
29	CCNC(=S)N/N=C/c1ccc(C(=O)O)cc1	?	4.2%	-0.3%	1.5%	-46.0%	-14.3
30	COc1cc(-c2[nH]ncc2CN2CCc3sccc3C2)cc(OC)c1OC	-10.0%	-10.9%	0.0%	1.3%	-4.3%	-2.5

nr	FBPA coupling cs	GALK inhibitor	Eya2 inh	Giardia killer	hERG WT inh
21	-0.5	0.1%	2.7%	-6.2	2.6
22	.	.	-17.3%	-10.0	-3.0
23	.	.	-0.2%	15.3	-1.9
24	-1.8	-1.8%	2.8%	-25.3	3.9
25	.	.	3.7%	4.3	?
26	-2.0	-0.6%	5.9%	-98.6*	0.7
27	0.0	-0.4%	2.4%	9.2	5.4
28	.	6.4%	0.6%	-2.0	-0.5
29	6.3	-1.6%	7.7%	-17.2	-9.3
30	1.0	4.2%	-2.0%	-1.5	7.8

# (next part)
nr	canonical_smiles	BCR signal inh	uPA surface inh	B2AR arrestin	USP2a inh	PKM2 activator	KCNH2 3.1 block
31	COCC1CCN(Cc2nc(-c3ccc(OC)cc3)no2)CC1	-1.0%	-1.8%	-0.8%	0.8%	-3.8%	-0.8
32	CCN(CC)CCN(C(=O)c1ccc2c(c1)OCCO2)c1nc2ccc(C)cc2s1	-10.6%	2.5%	0.8%	-0.4%	.	-23.2
33	CC(=O)Oc1ccc(-c2csnn2)cc1	-14.3%	5.9%	0.0%	2.3%	0.9%	3.2
34	O=C(Nc1ccccc1)C1=C[C@@H](C2CCCCC2)C[C@@H](OCCCCO)O1	?	-3.4%	0.4%	3.1%	0.2%	.

nr	FBPA coupling cs	GALK inhibitor	Eya2 inh	Giardia killer	hERG WT inh
31	1.4	2.9%	-0.7%	-3.1	-4.4
32	.	-0.5%	-11.4%	-4.9	14.1
33	2.2	3.0%	-0.7%	-14.4	-4.0
34	0.1	1.6%	?	0.6	.

# From PubChem BioAssay
